High-throughput results from PubChem.
Tb PYK inh – T. brucei pyruvate kinase inhibition | AID 624173 | Potency, µM (titrated, usually from 76.8 µM), for the others: at the top dose activity, negative = inhibition, usual class: inhibitors | Q57TT1 | TbPYK enzyme, Kinase-Glo Plus ATP luminescence, 45 min | 410,000 compounds, 0.12% hits; also: nearly all actives have a fitted effect of over 50% in size
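Screened from lowest to highest concentration, compounds were pinned into TbPYK/substrate mixtures, and ADP (130 uM final) was added. Plates sat at room temperature for 45 min prior to Kinase-Glo Plus detection by luminescence.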
LmPK inh – inhibitors of Leishmania mexicana pyruvate kinase; 290,000 compounds, 0.37% hits; Potency, µM (highest dose often 57.5 µM), without a hit: at the top dose activity change, negative = inhibition, hits mostly inhibitors; purified LmPK, Kinase-Glo ATP luminescence, 1 h; Q27686; AID 1721
Target sequence (Q27686 whole entry, looked up): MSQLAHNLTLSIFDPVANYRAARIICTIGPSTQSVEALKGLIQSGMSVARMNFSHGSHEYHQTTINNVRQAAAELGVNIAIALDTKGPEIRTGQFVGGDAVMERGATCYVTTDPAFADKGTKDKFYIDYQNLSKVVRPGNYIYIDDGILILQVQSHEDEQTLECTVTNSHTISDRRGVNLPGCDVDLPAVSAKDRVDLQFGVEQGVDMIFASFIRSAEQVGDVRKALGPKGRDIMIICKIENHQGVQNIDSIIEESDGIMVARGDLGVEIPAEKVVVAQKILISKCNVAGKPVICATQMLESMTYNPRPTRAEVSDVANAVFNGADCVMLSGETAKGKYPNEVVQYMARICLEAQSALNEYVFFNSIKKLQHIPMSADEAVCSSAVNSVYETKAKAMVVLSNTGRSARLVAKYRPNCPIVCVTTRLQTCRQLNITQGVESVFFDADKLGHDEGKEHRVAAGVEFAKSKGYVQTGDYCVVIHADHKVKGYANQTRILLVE
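ATP generated from ADP (0.1 mM) and PEP (0.5 mM) by 0.1 nM LmPK over 1 h at room temperature (pH 7.2 imidazole buffer) was detected by coupled luciferase luminescence. Values were normalized to uninhibited and no-enzyme wells.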
HCV inhibitor – inhibitors of hepatitis C virus infection; Potency, µM (series often up to 41.8 µM), inactives show at the top dose activity change, negative = inhibition, most hits filed as inhibitors; Huh7.5.1 HCVcc-Cre infection, luciferase reporter, 44 h; 340,000 compounds, 3.4% hits
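Seed cells (1,000/well) for 4 h; treat with compound and infect with HCVcc-Cre, moi about 0.5. Incubate 44 h, then detect luciferase activity.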
Pf growth 96h – inhibits malaria parasite growth, 96 h; P. falciparum luciferase reporter growth, 96 h; Potency, µM (series often up to 28.7 µM), without a hit: at the top dose activity change, negative = inhibition, most hits filed as inhibitors; 320,000 compounds, 6.9% hits; AID 504834
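Cell-based qHTS: luciferase-tagged P. falciparum in erythrocytes (2% hematocrit, 0.05% parasitemia final) incubated with compounds for 96 hours, 37 C, 5% CO2; luciferase detection reagent then added and luminescence measured.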
Pf growth 48h – inhibits P. falciparum growth in the first generation, 48 h; Potency, µM (series often up to 28.7 µM), for inactives: at the top dose activity change, negative = inhibition, hits mostly inhibitors; AID 504832; 310,000 compounds, 5.9% hits; P. falciparum luciferase growth in erythrocytes, 48 h
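Luciferase-expressing P. falciparum in infected erythrocytes (2% hematocrit, 0.1% parasitemia final) in RPMI 1640/0.5% Albumax were exposed to compound for 48 hours at 37 C, 5% CO2; growth read as luminescence.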
Sm TGR inh – inhibitors of Schistosoma mansoni thioredoxin glutathione reductase | Q962Y6 | purified TGR, DTNB reduction, TNB absorbance 405 nm | Potency, µM (highest dose often 114 µM), inactives show at the highest dose activity change, negative = inhibition, actives largely listed as inhibitors | 360,000 compounds, 3% hits | AID 485364; also: nearly all actives have a fitted effect of over 60% in size
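First, TGR (20 nM dispensed) and NADPH were mixed with compound. Second, a 15 min room-temperature incubation followed. Third, further NADPH and then DTNB were added to start the reaction. Finally, TNB absorbance was monitored kinetically.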
The depositor's hits bear a star; ? = inconclusive; nt = no result given; & = joins results of further samples; [ ] = remark or other dose. Calls follow the shape of the dose curve; as a rule, active = well fitted curve in the direction sought with a large enough effect; inconclusive = small, poorly fitted or top-dose-only effect, or another doubt; inactive = no such curve, though single readings can be large; an effect the other way counts as inactive or inconclusive. % is scaled to controls: 0 for no effect and ±100 for the full control effect; potency is read from the fitted curve at half-maximal effect.

1. CCc1nnc(NC(=O)CCc2ccccc2OC)s1
2. CN(C)c1ccc(-c2cccc(C3CC=CC4C3C(=O)N(Cc3ccccc3)C4c3ccc(C(F)(F)F)cc3)c2)cc1 (configuration not stated)
3. CC(NC(=S)Nc1ccc(S(=O)(=O)N2CCOCC2)cc1)C1CC2CCC1C2 (configuration not stated)
4. O=C(Nc1cccnc1)c1ccc(Cl)c([N+](=O)[O-])c1
5. CC1CCC(NC(=O)Cn2c3c(c(-c4ccccc4Cl)cc2=O)CCC3)CC1 (configuration not stated)
6. COc1ccc(C(C(=O)NC(C)(C)C)N(C(=O)CCC(=O)Nc2cc(C)on2)c2cccc(C)c2C)cc1 (configuration not stated)
7. O=C1[C@H](O)[C@@H](O)C(=O)N1Cc1ccccc1
8. NC(=O)c1ccc(/C(N)=N/S(=O)(=O)c2cc(C(F)(F)F)cc(C(F)(F)F)c2)cc1
assay / compound	1	2	3	4	5	6	7	8
Tb PYK inh	-3%	-2%	2%	-2%	7%	2%	2%	-3%
LmPK inh	-3%	-1%	1%	7%	2%	2%	-1%	6%
HCV inhibitor	-3%	9%	-5%	-22%	11µM*	3%	-7%	-20%
Pf growth 96h	2%	?	?	?	-17%	?	-5%	11%
Pf growth 48h	0%	?	?	?	?	?	7%	-5%
Sm TGR inh	-8%	-35%	1%	-1%	-10%	0%	-9%	8%

9. O=C(Nc1ccccn1)c1cccnc1
10. COc1ccccc1/C=C1\SC(=O)N(CCC(=O)N2CCCCC2CCO)C1=O (configuration not stated)
11. CCOc1ccccc1NC(=S)N1C2CCC1CC(NC(=O)NC13CC4CC(CC(C4)C1)C3)C2 (configuration not stated)
12. CC(C)CN(CC(C)C)C(=O)c1cc2c(=O)n3ccccc3nc2s1
13. O=S(=O)(O)CCS
14. COc1ccc(-n2cnc3sc(-c4ccccc4)cc3c2=O)cc1
15. CC1CCCC(C)N1/N=C/c1ccc(O)c(O)c1 (configuration not stated)
16. O=C1C2C3C=CC(C3)C2C(=O)N1CCCCN1C(=O)C2C3C=CC(C3)C2C1=O (configuration not stated)
assay / compound	9	10	11	12	13	14	15	16
Tb PYK inh	-1%	1%	-6%	2%	-11%&-15%	4%	-4%	12%
LmPK inh	-2%	-8%	-1%	-3%	nt	4%	?	0%
HCV inhibitor	12%	-28%	-28%	27%	18%	?	-3%	6%
Pf growth 96h	nt	9.3µM*	?	4%	-18%	-7%	?	nt
Pf growth 48h	11%	?	?	-62%	-4%	165%[activator]	6%	12%
Sm TGR inh	2%	-2%	4%	9%	nt	11%	?	1%

An excerpt from above in order of molecular weight, lowest first:
13. O=S(=O)(O)CCS
9. O=C(Nc1ccccn1)c1cccnc1
7. O=C1[C@H](O)[C@@H](O)C(=O)N1Cc1ccccc1
1. CCc1nnc(NC(=O)CCc2ccccc2OC)s1
14. COc1ccc(-n2cnc3sc(-c4ccccc4)cc3c2=O)cc1
12. CC(C)CN(CC(C)C)C(=O)c1cc2c(=O)n3ccccc3nc2s1
16. O=C1C2C3C=CC(C3)C2C(=O)N1CCCCN1C(=O)C2C3C=CC(C3)C2C1=O (configuration not stated)
5. CC1CCC(NC(=O)Cn2c3c(c(-c4ccccc4Cl)cc2=O)CCC3)CC1 (configuration not stated)
10. COc1ccccc1/C=C1\SC(=O)N(CCC(=O)N2CCCCC2CCO)C1=O (configuration not stated)
3. CC(NC(=S)Nc1ccc(S(=O)(=O)N2CCOCC2)cc1)C1CC2CCC1C2 (configuration not stated)
assay / compound	13	9	7	1	14	12	16	5	10	3
Tb PYK inh	-11%&-15%	-1%	2%	-3%	4%	2%	12%	7%	1%	2%
LmPK inh	nt	-2%	-1%	-3%	4%	-3%	0%	2%	-8%	1%
HCV inhibitor	18%	12%	-7%	-3%	?	27%	6%	11µM*	-28%	-5%
Pf growth 96h	-18%	nt	-5%	2%	-7%	4%	nt	-17%	9.3µM*	?
Pf growth 48h	-4%	11%	7%	0%	165%[activator]	-62%	12%	?	?	?
Sm TGR inh	nt	2%	-9%	-8%	11%	9%	1%	-10%	-2%	1%

8. NC(=O)c1ccc(/C(N)=N/S(=O)(=O)c2cc(C(F)(F)F)cc(C(F)(F)F)c2)cc1
11. CCOc1ccccc1NC(=S)N1C2CCC1CC(NC(=O)NC13CC4CC(CC(C4)C1)C3)C2 (configuration not stated)
6. COc1ccc(C(C(=O)NC(C)(C)C)N(C(=O)CCC(=O)Nc2cc(C)on2)c2cccc(C)c2C)cc1 (configuration not stated)
2. CN(C)c1ccc(-c2cccc(C3CC=CC4C3C(=O)N(Cc3ccccc3)C4c3ccc(C(F)(F)F)cc3)c2)cc1 (configuration not stated)
assay / compound	8	11	6	2
Tb PYK inh	-3%	-6%	2%	-2%
LmPK inh	6%	-1%	2%	-1%
HCV inhibitor	-20%	-28%	3%	9%
Pf growth 96h	11%	?	?	?
Pf growth 48h	-5%	?	?	?
Sm TGR inh	8%	4%	0%	-35%

The listing picks up, repeating the two entries before the break.
15. CC1CCCC(C)N1/N=C/c1ccc(O)c(O)c1 (configuration not stated)
16. O=C1C2C3C=CC(C3)C2C(=O)N1CCCCN1C(=O)C2C3C=CC(C3)C2C1=O (configuration not stated)
17. CCOc1ccccc1NC(=O)COC(=O)c1ccc2ccccc2n1
18. CC12CCC(=O)N1C(C(=O)OCC(=O)Nc1cccc(Br)c1)CS2 (configuration not stated)
19. O=C(CC(=O)N/N=C/c1ccccc1)NCc1ccccc1
20. O=C(CN(Cc1ccccc1Cl)C(=O)CNS(=O)(=O)c1ccc(F)cc1)NCC1CCCO1 (configuration not stated)
21. CC(C)NS(=O)(=O)c1ccc(N2C(=O)c3ccccc3C2=O)cc1
22. COc1ccc(C2/C=C\CN(C(=O)c3ccc(C)cc3)[C@H](Cc3ccccc3)C(=O)N2Cc2ccc(F)cc2)cc1 (some centres not stated)
23. C1=CC2CC1CC2CNCc1ccco1 (configuration not stated)
24. COc1cccc(/C=C/c2onc(C)c2S(=O)(=O)N2CCC(C(=O)NC3CCCCCC3)CC2)c1
assay / compound	15	16	17	18	19	20	21	22	23	24
Tb PYK inh	-4%	12%	2%	1%	-9%	9%	4%	-1%	1%	0%
LmPK inh	?	0%	nt	-1%	2%	-5%	-3%	2%	8%	-3%
HCV inhibitor	-3%	6%	5%	1%	7%	-1%	-7%	-12%[8.37 µM]	12%	23%
Pf growth 96h	?	nt	97%[activator]	15%	10µM*	?	-4%	4.1µM*	-19%	?
Pf growth 48h	6%	12%	17%	-6%	0%	0%	nt	4.1µM*	14%	0%
Sm TGR inh	?	1%	-1%	-1%	nt	10%	0%	-5%	-15%	-16%

25. CCOc1ccccc1CN1CCNC(=O)C1CC(=O)NCc1cc(C)n(C)n1 (configuration not stated)
26. Cc1ccc(-n2nc3c([n+]2[O-])CCc2nonc2-3)cc1
27. Brc1ccc(C2NCCS2)cc1 (configuration not stated)
28. COc1cc(NC(=O)CN(c2ccc(C)cc2)S(=O)(=O)c2c(C)noc2C)cc(OC)c1
29. O=C(CN1C(=O)NC2(CCCCCCC2)C1=O)NC(=O)NCc1ccco1
30. COC(=O)CC/C(O)=C1\C(=O)CC(C)(C)CC1=Nc1ccccc1OC
31. COc1ccc(N2CC(C(=O)Nc3cccc(C)n3)CC2=O)cc1 (configuration not stated)
32. NC[C@@H]1O[C@H](OC2[C@@H](CO)O[C@@H](OC3[C@H](O)[C@H](N)C[C@H](N)[C@H]3OC3O[C@H](CO)[C@@H](O)[C@H](O)[C@@H]3N)[C@H]2O)C(N)[C@H](O)[C@@H]1O (some centres not stated)
assay / compound	25	26	27	28	29	30	31	32
Tb PYK inh	4%	6%	1%	1%	-2%	-5%	2%	-4%
LmPK inh	0%	-2%	8%	8%	8%	-3%	10%	nt
HCV inhibitor	15%	-8%	5%	?	27%	?	-3%	nt
Pf growth 96h	2.1µM*	1%	1%	?	-39%	-29%	26%	0%
Pf growth 48h	-10%	54%[activator]	2%	?	nt	nt	73%[activator]	-13%
Sm TGR inh	?	nt	15%	2%	4%[11.4 µM]	-4%	11%	nt

33. O=C(Cc1cccs1)NCC1CCCO1 (configuration not stated)
34. O=S(=O)(Nc1ccc(Cc2ccncc2)cc1)N1CCCC1
35. CCCC1(CCC)NC(=O)N(CC(=O)Nc2cccc(OC)c2)C1=O
36. COc1cc(/C=C/C(=O)OCC(=O)N2CCC(C)CC2)ccc1O
37. Cc1cccc(C)c1N/C=C/c1onc(C)c1[N+](=O)[O-]
38. O=C(C1Cc2ccccc2CN1C(=O)c1ccco1)N1CCN(c2ccccc2)CC1 (configuration not stated)
39. COCCNC(=O)CCc1nnc2ccc(N3CCC(C)CC3)nn12
40. c1ccc(COC(CN2CCCCCC2)CN2CCCCCC2)cc1
assay / compound	33	34	35	36	37	38	39	40
Tb PYK inh	4%	0%	7%	3%	1%	0%	6%	-7%
LmPK inh	0%	5%	-2%	nt	-3%	nt	0%	-5%
HCV inhibitor	-17%	12%	-5%	-6%	24%	-1%	10%	10µM*
Pf growth 96h	?	nt	-23%	3%	2%	?	18%	-27%
Pf growth 48h	1%	6%	nt	-3%	-7%	?	5%	?
Sm TGR inh	-1%	-3%	-24%[11.4 µM]	0%	89µM*	-30%	7%	-17%

41. O=C(NC1CCCCC1)N(Cc1nc2ccccc2c(=O)[nH]1)C1CCCCC1
42. O=C(CC(=O)NN=C1CCCCCC1)NCc1cccnc1
43. O=C(O)C1CCCCC1C(=O)Nc1ccc(OCc2ccccc2)cc1 (configuration not stated)
44. COc1ccc(C(=O)O)cc1S(=O)(=O)N(CCc1ccccc1)Cc1ccccc1
45. CCCCC(=O)NC(c1ccc(Cl)cc1Cl)c1ccc2cccnc2c1O (configuration not stated)
46. O=C(CSc1nnc(-c2ccccc2)n1Cc1ccco1)NCc1ccc2c(c1)OCO2
47. O=C(NCc1ccncc1)c1ccc(NS(=O)(=O)c2cccc([N+](=O)[O-])c2)cc1
48. CC(C)CC(=O)Nc1ccccc1N1CCN(c2ccccc2)CC1
assay / compound	41	42	43	44	45	46	47	48
Tb PYK inh	2%	-5%	3%	3%	-21%	-22%	1%	-1%
LmPK inh	-1%	2%	2%	0%	0%	4%	nt	4%
HCV inhibitor	-9%	-4%	4%	6%	?	4%	2%	-22%
Pf growth 96h	-5%	31%[activator]	1%	14%	15%	?	-2%	12%
Pf growth 48h	?	7%	-8%	-6%	1.9µM*	nt	16%	-21%
Sm TGR inh	0%	0%	2%	-21%	2%	-34%	1%	3%

49. C[n+]1nc(Nc2cccc3ccccc23)sc1-c1ccc(C(=O)O)cc1
50. Nc1ccccc1C(=O)Nc1cccc2ccccc12
51. Cc1cccc(NC(=O)C2(C)CC3c4ccccc4C2c2ccccc23)c1 (configuration not stated)
52. CCC(C)NS(=O)(=O)c1ccc(NC(C)=O)cc1 (configuration not stated)
53. CCC(=O)c1ccc(OCC(=O)NNC(=O)c2cc(C)oc2C)cc1
54. CC1CCc2nc(NC(=O)C3CC3)sc2C1 (configuration not stated)
55. COC(=O)Nc1ccc(S(=O)(=O)NC2CCCCC2)cc1
assay / compound	49	50	51	52	53	54	55
Tb PYK inh	nt	4%	6%	0%	0%	-6%	-2%
LmPK inh	3%	0%	-1%	-3%	nt	-5%	0%
HCV inhibitor	nt	-7%	-14%	24%	4%	8%	1%
Pf growth 96h	9%	111%[activator]	?	?	50%[activator]	nt	-23%
Pf growth 48h	4%	150%[activator]	?	11%	15%	113%[activator]	11%
Sm TGR inh	-15%	-27%	4%	-3%	2%	-10%	-11%
